C8 TRAIL sens – sensitizes caspase-8 expressing cells to TRAIL. NB7+C8 cells + TRAIL, ATPlite viability luminescence. inhibition (viability loss, TRAIL sensitization), % at 10 µM. 1% of 360,000 active. AID 624354;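 active = compounds causing at least 50% loss of cell viability in the single-dose screen, relative to plate controls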
NR2E3 ag-1 – agonists of human nuclear receptor NR2E3. inhibition of corepressor binding, % at 4.78 µM. AID 2300. 0.12% of 320,000 active. GST-NR2E3/biotin-RetCOR TR-FRET, 1536-well. Q9Y5X4;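 active = percent inhibition above the cutoff of mean plus 3 SD of all tested compounds, set per screening campaign, cut at about 20% in these data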;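 note: 0% = DMSO wells and 100% = biotin wells as full block of FRET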
Target sequence (Q9Y5X4 whole entry, looked up): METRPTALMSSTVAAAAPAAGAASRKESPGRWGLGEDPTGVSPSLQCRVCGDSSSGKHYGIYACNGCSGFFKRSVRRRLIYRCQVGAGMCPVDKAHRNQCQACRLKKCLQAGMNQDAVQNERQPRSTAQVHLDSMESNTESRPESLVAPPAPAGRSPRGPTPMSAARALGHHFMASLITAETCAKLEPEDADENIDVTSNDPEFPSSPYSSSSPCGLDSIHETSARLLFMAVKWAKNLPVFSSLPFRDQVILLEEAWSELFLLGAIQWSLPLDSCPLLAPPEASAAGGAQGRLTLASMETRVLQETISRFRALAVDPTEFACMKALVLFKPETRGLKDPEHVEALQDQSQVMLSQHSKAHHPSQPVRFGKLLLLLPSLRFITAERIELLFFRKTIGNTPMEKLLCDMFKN
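Test system: GST-NR2E3 and biotin-RetCOR proteins | Quantity: 1.35 nM GST-tagged NR2E3 final | Medium: Tris pH 7.5 | Also added: 7 nM biotin-RetCOR | Dosing: Compound at 4.8 µM, single dose | Timing: 5 h at 4 °C | Detection: Time-resolved FRET | Read-out basis: Percent inhibition | Benchmarks: Biotin wells as high control, 0.6% DMSO wells as low control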
TRPM1 prom inh – inhibitors of MITF-driven TRPM1 promoter in melanoma cells; SK-MEL-5 TRPM1 promoter luciferase, 24 h; inhibition, % at 12.5 µM; 0.83% of 330,000 active; AID 488899;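 active = mean inhibition across replicates of 60% or more, whatever share of single replicates reaches that level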; note: values of inactives mirror those of a sister screen read the other way
CF NFkB block – cystic fibrosis NF-kB activation inhibition; KKLEB NF-kB-GFP reporter, PAF-induced, GFP fluorescence overnight; inhibition, % at 5 µM; AID 588850; 0.86% of 360,000 active;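 active = at least 50% inhibition at 5 µM, scaled per plate between neutral and stimulator controls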;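 note: PAF is a Pseudomonas aeruginosa culture filtrate used as stimulus; plate controls were PAF-stimulated DMSO wells for no effect and unstimulated DMSO wells for full effect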
NR2E3 ag-2 – human photoreceptor-specific nuclear receptor agonism; Q9Y5X4; CHO-S Gal4-NCOR/VP16-NR2E3 two-hybrid, luciferase; inhibition of corepressor binding, % at 3.98 µM; 0.35% of 360,000 active; AID 602229;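 active = inhibition above the mean of all tested compounds plus 3 SD, cut at about 70% in these data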;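 note: 0% = DMSO with NR2E3 transfected cells and 100% = cells lacking NR2E3 construct; higher means lower luciferase signal from less NR2E3 corepressor binding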
Peg3 prom inh – inhibitors of Peg3 promoter; HeLa PEG-Prom luciferase reporter, luminescence, overnight; inhibition, % at 20 µM; 1.7% of 360,000 active; AID 588405;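 active = inhibition of at least 50% at 20 µM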
TWEAK-Fn14 inh – TWEAK-Fn14 signaling inhibition. TWEAK-stimulated Fn14 reporter cells, luciferase luminescence, 8 h. inhibition, % at 10 µM. 2% of 360,000 active. AID 1159606; in the data active = inhibition above about 50%
Shn3 inh set2 – inhibitors of Schnurri-3 3'UTR reporter in osteoblasts | AID 588674 | inhibition, % at 12.5 µM | Clone20 osteoblast Shn3 3'UTR firefly luciferase, 24 h | 0.52% of 360,000 active;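 active = mean inhibition of at least 75% with every replicate also reaching 75%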;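 note: 0% = median of neutral control wells and 100% = pilot-screen positive control compound; some compounds past the cut are filed as inactive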
KKLEB tox – counter-screen for CF NF-kB inhibitors: cytotoxicity; 0.36% of 360,000 active; KKLEB CF airway cells viability, ATPlite luminescence, overnight; hits give low values; cells stimulated with P. aeruginosa culture filtrate; activity change (cytotoxicity), % at 5 µM;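 active = corrected activity change at or below -50% at 5 µM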
TROY NFkB inh – inhibitors of TROY-dependent NF-kB signaling; 0.98% of 360,000 active; Q293 LMP1-TROYcd NF-kB luciferase reporter, 4 h; inhibition, % at 10 µM; AID 1347056;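 active = compounds whose plate-normalised and pattern-corrected inhibition of the luciferase reporter signal at the single screening dose is 50% or more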
HIF-2a block – blocks HIF-2a reporter activity; 786-0 RCC cells HIF-2a reporter, luciferase luminescence, overnight; inhibition, % at 18.8 µM; 0.72% of 360,000 active; AID 624352;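 active = inhibition of the luminescence signal of 40% or more relative to plate controls, in a single-dose primary screen at 18.75 µM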
* = called active by the depositor; / = no result given.

SMILES	C8 TRAIL sens	NR2E3 ag-1	TRPM1 prom inh	CF NFkB block	NR2E3 ag-2	Peg3 prom inh	TWEAK-Fn14 inh	Shn3 inh set2	KKLEB tox	TROY NFkB inh	HIF-2a block
CN1CCN(S(=O)(=O)c2cccc(C(=O)Oc3ccc(C(C)(C)C)cc3)c2)CC1	0.8	-1.3	-0.5	-2.4	5.1	-7.0	0.7	10.2	-11.1	14.1	0.8
COc1ccc(OC)c(S(=O)(=O)N2CCN(C(=O)CCc3ccccc3)CC2)c1	-17.1	-4.7	-1.6	-5.5	-10.9	-5.0	25.5	-3.7	15.9	-1.3	0.1
CCCCCCC#Cc1cncc(C(=O)NNC(=O)Nc2cc(Cl)cc(Cl)c2)c1	-6.2	0.5	/	-10.1	-4.7	38.1	-0.4	8.9	-5.4	19.9	7.3
COc1cc(C2C(C#N)=C(C)NC3=C2C(=O)c2ccccc23)cc(OC)c1OC (stereo not given)	6.5	-0.8	76.6*	28.3	-8.1	23.4	5.1	36.4	-21.7	6.1	-4.1
CCS(=O)(=O)N1CCC2(CC1)OCCN2S(=O)(=O)c1ccc(OC)cc1	-5.8	/	-1.9	-29.1	19.1	-2.8	-9.4	11.2	1.1	8.7	14.8
Cc1ccc(-c2ccc(/C=N/n3cnnc3)o2)cc1Cl	-4.1	2.4	-14.8	-9.1	-9.8	-38.4	4.7	-15.5	-1.2	-25.5	-22.4
Clc1ccc(-c2cc(CN3CCCCC3)no2)cc1Cl	1.5	4.8	-39.2	-8.6	-34.6	-136.2	-51.0	-16.2	6.3	-49.2	-161.4
CC(Sc1n[nH]c(N)n1)C(=O)Nc1cccc2ccccc12 (stereo not given)	-7.5	-1.4	10.7	-24.2	12.6	14.4	-7.9	5.3	4.8	-12.5	16.5
COCCCNC(=O)CNC(=O)c1nn(-c2ccc(OC)cc2)c(=O)c2ccccc12	-26.1	0.7	6.0	-9.3	-3.3	11.1	23.9	6.4	7.5	8.7	4.7
O=C(O)c1c2c(nc3ccc(Cl)cc13)CCC2	5.8	0.9	13.5	-6.7	-8.2	11.1	-11.9	-31.4	11.5	11.8	13.7
CCCc1c(C(=O)N/N=C/c2cccnc2)nnn1-c1nonc1N	-9.5	-1.5	7.1	5.4	0.8	13.4	-12.1	1.8	-1.3	-10.1	-14.6
Cc1ccc(CNC(=O)COC(=O)[C@@H]2CC(O)CN2S(=O)(=O)c2ccc3c(c2)OCCO3)cc1 (stereo not given in full)	-1.4	-5.0	-9.2	-22.2	7.3	15.5	0.7	-2.0	2.7	-1.7	11.0
COc1ccc2nc(NC(=O)c3cccc(-c4cc5ccccc5oc4=O)c3)sc2c1	17.2	-8.2	2.5	59.6*	-108.6	99.1*	-82.8	-22.4	-53.8*	-22.1	-95.3
CC(C)C1=CC(=NS(=O)(=O)c2cccc([N+](=O)[O-])c2)C=C(C(C)C)C1=O	-21.7	-4.5	15.5	5.3	9.9	8.6	13.1	-9.3	-8.8	0.1	2.1
CCCCNc1c(C(=O)OCC)c(=O)[nH]c2ccccc12	2.9	0.0	3.0	-9.3	4.4	11.3	6.0	15.2	5.7	-4.4	12.1
Cc1c(C(=O)N(C)c2ccccc2Cl)cnn1-c1ccccc1	-13.1	1.5	6.2	-17.8	-24.1	3.1	-1.8	17.8	3.7	1.7	-13.7
CN(C)c1ccc(C2Nc3ccccc3C(=O)N2CCN2CCNC2=O)cc1 (stereo not given)	-1.4	3.1	-9.6	3.2	4.1	-7.0	15.8	0.8	-5.0	6.8	10.6
N#CC1(NC(=O)COC(=O)c2cc(O)c3ccccc3c2O)CCCCC1	-6.6	-0.7	38.5	20.7	21.4	-34.5	-14.1	-10.2	1.6	8.2	9.8
COC(=O)CCC(=O)NC1CC(C)(C)Cc2c1cnn2-c1ccc(F)cc1 (stereo not given)	14.1	3.2	0.9	18.4	-30.7	8.3	-14.5	5.6	-6.3	-0.2	3.6
O=C(C1=NOC2(C1)C(=O)Nc1ccccc12)N1CCCCC1 (stereo not given)	-12.6	/	/	/	-1.1	/	0.8	/	/	-14.7	-11.9
COc1ccccc1CNS(=O)(=O)c1c(C)nc2sccn2c1=O	0.4	-2.2	-3.7	6.8	-3.0	-0.8	6.5	-2.9	-7.8	0.3	8.4
COc1cccc(C(=O)CSc2nnc(-c3ccco3)n2CC2CCCO2)c1 (stereo not given)	-9.6	1.2	-6.3	-9.8	-29.1	4.8	-17.8	7.6	-5.6	4.6	11.6
CC1CCN(C(=S)c2cccc([N+](=O)[O-])c2)CC1	-5.9	3.3	-1.5	12.1	14.0	24.6	-12.1	-4.9	1.0	-12.5	11.2
COc1ccc(OC)c(-c2nn(-c3ccccc3)cc2C(=O)NCC(c2ccco2)N2CCCC2)c1 (stereo not given)	-0.8	2.8	-4.0	0.6	13.1	16.3	-3.8	4.8	9.2	-20.2	-1.1
COc1cccc2sc(NC(=O)c3ccc(Br)s3)nc12	13.2	-112.5	-23.0	-36.4	-114.6	-234.4	-10.4	-27.4	16.9	-51.0	-252.8

Entries from the list above containing a nitro group on carbon (2):
SMILES	C8 TRAIL sens	NR2E3 ag-1	TRPM1 prom inh	CF NFkB block	NR2E3 ag-2	Peg3 prom inh	TWEAK-Fn14 inh	Shn3 inh set2	KKLEB tox	TROY NFkB inh	HIF-2a block
CC(C)C1=CC(=NS(=O)(=O)c2cccc([N+](=O)[O-])c2)C=C(C(C)C)C1=O	-21.7	-4.5	15.5	5.3	9.9	8.6	13.1	-9.3	-8.8	0.1	2.1
CC1CCN(C(=S)c2cccc([N+](=O)[O-])c2)CC1	-5.9	3.3	-1.5	12.1	14.0	24.6	-12.1	-4.9	1.0	-12.5	11.2

Additional entries.
SMILES	C8 TRAIL sens	NR2E3 ag-1	TRPM1 prom inh	CF NFkB block	NR2E3 ag-2	Peg3 prom inh	TWEAK-Fn14 inh	Shn3 inh set2	KKLEB tox	TROY NFkB inh	HIF-2a block
Cc1ccc(-c2noc(N=O)c2NO)cc1	27.3	0.6	7.2	9.0	6.5	-6.2	4.0	7.5	-6.1	-2.0	-1.3
COc1ccc2oc(=O)c(C(=O)NCC3CCCO3)cc2c1 (stereo not given)	-13.2	-0.5	-9.4	-9.7	-21.3	-28.9	-16.2	-22.1	6.1	-13.8	-65.8
CCOC(=O)c1cc(-c2ccc(/C=C3/C(=O)NC(=O)C(C#N)=C3C)o2)ccc1Cl	-0.6	4.2	-6.4	9.5	-35.2	8.5	14.2	-3.6	-2.1	-20.7	-31.4
O=C(CSc1nc2ccccc2[nH]1)N1CCN(c2ccccc2)CC1	-6.4	1.8	-15.3	16.7	-1.2	-19.6	15.4	-0.6	-6.6	-21.5	-35.2
CC1=C(C(=O)OCC2CCCO2)C(c2ccncc2)C2=C(CCCC2=O)N1 (stereo not given)	8.3	4.6	5.4	9.3	-15.0	0.4	-2.1	-2.9	-5.7	3.4	18.1
CCOC(=O)N1CCC(NC(=O)C2CCCN2C(=O)OCc2ccccc2)CC1 (stereo not given)	-0.2	0.3	9.1	6.4	16.1	10.1	1.6	-2.8	2.3	-5.1	10.4
Fc1ccc(NC(=S)Nc2cc(-c3ccccc3)[nH]n2)cc1Cl	11.4	3.6	15.4	-12.6	-7.5	4.8	6.0	-74.7	3.0	-13.6	8.3
CC(C)N1CC(C(=O)Nc2ccc(Cl)cc2Cl)CC1=O (stereo not given)	-1.1	/	/	-14.6	-5.1	-4.1	-6.1	4.0	-1.1	3.4	-3.5
N#C/C(=C/c1cccc(O)c1)C(=O)NCc1ccc(Cl)cc1	0.8	-0.4	-5.2	19.2	-15.2	-11.1	18.9	-4.7	-9.4	-1.6	77.2*
Cc1csc2c(N(C)CCO)ncnc12	-5.4	-5.2	4.7	12.6	-9.5	-16.3	25.6	-12.3	-7.6	4.4	-7.3
O=[N+]([O-])CC(c1ccc(F)cc1)c1c[nH]c2ccccc12 (stereo not given)	33.0	/	16.6	12.1	-49.4	55.0*	26.7	-7.2	-8.5	4.3	23.9
CC(O)CNc1nc2ccccc2n1CC(=O)N1CCN(Cc2ccccc2)CC1 (stereo not given)	-0.2	-2.0	3.4	13.0	-7.6	4.4	-1.2	0.7	10.0	12.8	15.1
CC(=O)Nc1ccc(OCc2ccc(S(=O)(=O)Cc3ccccc3)cc2)cc1	9.6	-9.7	2.6	-13.6	19.2	3.9	1.6	31.2	10.2	16.6	12.0
CNc1cncc(-c2cc(C)c(O)c(C)c2)n1	-0.2	/	/	-3.1	-55.2	-27.0	-2.5	-32.9	-5.4	-5.4	0.0
COC(=O)Cc1ccc(OC(=O)C2CCN(S(=O)(=O)c3ccc(OC)c(OC)c3)CC2)cc1	-4.7	0.6	-4.4	-7.0	5.7	-6.1	-13.0	-15.3	-9.7	0.4	13.3
CC(C)CCOc1ccc(C(=O)Nc2cc(S(=O)(=O)N3CCOCC3)ccc2N2CCOCC2)cc1	-2.9	/	/	4.0	0.8	3.9	11.5	23.3	5.5	5.5	-2.5
CCOC(=O)N1CCN(C(=O)Cn2nc(C)n3nc(-c4ccc(OC)cc4)cc3c2=O)CC1	-6.1	-3.7	-10.8	-11.0	9.9	-23.1	-14.2	-9.3	1.2	3.2	4.9
O=C(CCNC(=O)c1ccc(Br)cc1)Nc1ccccc1N1CCCC1	-5.5	-0.7	6.2	15.7	17.1	6.0	8.5	8.4	-11.8	-47.6	17.5
CCn1c(SCc2cc(=O)n3ccsc3n2)nc2ccccc21	2.0	2.0	-8.0	10.3	-16.2	-14.1	-10.4	1.2	-8.3	-22.6	-42.7
CC(C)c1nnc(NC(=O)COc2ccc3c(c2)OCO3)s1	-9.2	2.2	-44.6	1.8	-4.6	-139.3	-7.0	-22.7	-2.3	-44.1	-179.5
CCOC(=O)N1CCN(Cc2ccc(OCC(O)CN3CCCCC3)cc2)CC1 (stereo not given)	-9.0	2.1	-0.2	-17.3	8.1	7.1	-9.3	17.4	2.7	9.2	13.9
COc1ccccc1CNC(=O)c1ccc(NC2=NC3CS(=O)(=O)CC3S2)cc1 (stereo not given)	-3.6	-1.6	-12.8	-5.7	-30.9	29.1	-1.9	11.3	11.1	11.5	9.2
COc1ccc(CNC(=O)CN(Cc2ccccc2)S(=O)(=O)c2ccc(Cl)cc2)cc1	10.6	-0.5	-0.1	12.1	11.4	16.7	33.4	8.7	4.5	31.7	21.9
CSc1ccccc1C(=O)Nc1cccc(C(C)O)c1 (stereo not given)	2.0	0.0	-6.7	-0.6	-8.5	-0.5	-3.6	14.1	0.5	-4.9	1.5
COc1cc(CCCN2C(N)=NC[C@@H]2Cc2ccc(O)cc2)cc(OC)c1OC	10.2	-0.6	-9.1	17.8	-17.1	-5.5	-18.9	-6.9	-15.1	0.9	5.7
CCOC(=O)C(=O)N=Nc1c(O)n(C)c2ccccc12	-5.6	0.8	1.7	10.0	-15.8	2.2	-1.4	3.6	2.7	-8.4	20.4
Cc1cc(C2=NNC(=NCCc3ccccc3)SC2)c(C)n1-c1c(C)n(C)n(-c2ccccc2)c1=O	-18.6	-3.2	0.2	-0.9	-0.6	16.9	57.4*	7.5	0.8	-2.4	-0.3

Screening data: PubChem, several laboratories

Not all compounds are listed (hit frequency here may not be typical).
